Screening data as filed in PubChem.
Growth percent in the NCI-60 one-dose screen (48 h, 10 µM unless noted): 100 = growth as untreated, 0 = no growth, -100 = all killed.
SW-620: SW-620 colon cancer; 5.2% of 82,000 active; AID 1794795
SNB-75: SNB-75 CNS cancer | 5% of 79,000 active
HT29: HT29 colon cancer; 7.4% of 81,000 active; AID 1794748
HCT-116: HCT-116 colon cancer; 7.3% of 82,000 active
HCC-2998: HCC-2998 colon cancer; 4.7% of 79,000 active; AID 1794799
COLO 205: COLO 205 colon cancer; 7.3% of 79,000 active; AID 1794742
A498: A498 renal cancer cells; 5.4% of 76,000 active
HCT-15: HCT-15 colon cancer. 5.2% of 82,000 active. AID 1794746
KM12: KM12 colon cancer cells; 5% of 82,000 active; AID 1794800
* marks the source's active call; other numbers are inactive results; . = no result given; & = joins results of further samples. How the source made its calls: active means growth percent below 10; inactive means the rest. Random draw from the library; 12% or so of the library scored in one or more.

The line under a structure holds: SW-620	SNB-75	HT29	HCT-116	HCC-2998	COLO 205	A498	HCT-15	KM12
- O=C1CSC(c2ccc(Cl)cc2)N1Cc1ccc2c(c1)OCO2 (configuration not stated)
  108	100	99	102	109	115	99	98	110
- CC(C)(C#N)N1CCN(c2ccc(Cl)cc2)CC1
  .	103	95	96	109	115	.	109	112
- CCOC(=O)C(=O)C(C#N)c1ccccc1 (configuration not stated)
  108	95	103	90	100	127	103	93	119
- COc1c(B(O)O)cccc1-c1nc2ccc3cn[nH]c3c2c2c1CCCC2
  54	-18*	86	29	87	72	-2.4*	55	62
- COCCNc1ccc2ncc(C#Cc3cncc(C(=O)Nc4ccc(CN5CCN(C)CC5)c(C(F)(F)F)c4)c3)n2n1
  -54*	-71*	-23*	-67*	-24*	-83*	-98*	-23*	-9.1*
- CCCCCc1cc(OC(=O)c2c(O)cc(O)cc2CCCCC)cc(O)c1C(=O)O
  98	79	114	94	104	114	96	96	100
- CCOC(=O)N1CCc2c(sc3nc(N)n(N)c(=O)c23)C1
  100	80	97	90	102	93	77	99	103
- NC(N)=Nc1ccc(Oc2cccc(Nc3ccc(Cl)cc3)c2)cn1
  -72*	23	4.9*	-73*	-89*	-64*	-4.1*	-49*	-93*
- CN(C)[C@@H]1C(=O)C(C(N)=O)=C(O)[C@@]2(O)C(=O)C3=C(O)c4c(O)cc(CN5CCc6ccccc6C5)c(Cl)c4C[C@H]3C[C@@H]12
  -72*	-79*	-85*	-90*	-67*	-78*	-89*	-75*	-83*
- CSc1nc(NCC(C)C)c(C#N)c(-c2cccc([N+](=O)[O-])c2)n1
  94	68	99	96	103	118	90	97	99

Looked up above.
CC(C)(C#N)N1CCN(c2ccc(Cl)cc2)CC1 in HCT-15 is entered as 109
CN(C)[C@@H]1C(=O)C(C(N)=O)=C(O)[C@@]2(O)C(=O)C3=C(O)c4c(O)cc(CN5CCc6ccccc6C5)c(Cl)c4C[C@H]3C[C@@H]12 in COLO 205 is entered as -78*
CCOC(=O)N1CCc2c(sc3nc(N)n(N)c(=O)c23)C1 in HCT-116 is entered as 90
CCOC(=O)C(=O)C(C#N)c1ccccc1 (configuration not stated) in SNB-75 is entered as 95
COCCNc1ccc2ncc(C#Cc3cncc(C(=O)Nc4ccc(CN5CCN(C)CC5)c(C(F)(F)F)c4)c3)n2n1 in HCC-2998 is entered as -24*

The list goes on.
The line under a structure holds: SW-620	SNB-75	HT29	HCT-116	HCC-2998	COLO 205	A498	HCT-15	KM12
- O=C1CCC(=O)CC1
  103	89	102	109	100	115	104	102	106
- CCOC(=O)Nc1ccc2c(c1)C(=O)c1ccccc1C2=O
  106	92	96	85	99	.	103	100	104
- O=C(NCCOCCOCCOCCNC(=O)c1cc2c(o1)C(=O)c1ccccc1C2=O)NC12CC3CC(CC(C3)C1)C2
  -8.9*	-100*	1.2*	3.1*	-68*	.	.	-75*	-1.1*
- Cc1ccc2nc(-c3ccc(N)cc3)sc2c1
  93&99	73&77	97&102	89&94	92&85	110&109	70&84	96&91	92&80
- COc1ccc2ccccc2c1[N+](=O)[O-]
  102	86	108	100	101	121	.	103	104
- CCOC(=O)c1csc(NC(=S)Nc2ccc(OC)cc2)n1
  110	103	82	99	93	104	108	100	99
- CCC(=O)OCC(=O)[C@@]1(OC(=O)CC)[C@@H](C)CC2C3CCC4=CC(=O)C=C[C@]4(C)C3(F)[C@@H](O)C[C@@]21C (some centres not stated)
  102	125	112	105	106	101	120	102	97
- O=S(=O)(c1ccc(NC(=S)NC23CC4CC(CC(C4)C2)C3)cc1)N1CCCCC1
  56	93	94	50	114	119	79	83	25
- CCN(C(=S)Nc1cccc(C(F)(F)F)c1)c1ccccc1
  111	64	113	99	103	101	118	97	103
- Cc1ccc(OCCBr)cc1
  108	94	102	103	123	111	114	98	102
- CCOC(=O)c1ncc(-c2cc(F)c(F)c(OCC)c2)c(NC2CCCCCC2)n1
  102	71	105	90	98	135	100	96	104
- O=[N+]([O-])c1ccc(-c2cs/c(=N\N=C\c3ccc(Cl)cc3)n2/N=C/c2ccc(Cl)cc2)cc1
  103	71	64	76	92	106	91	89	95
- Cc1nc2c(c(=O)[nH]1)C(c1ccccc1)c1ccc3ccccc3c1O2 (configuration not stated)
  21	13	84	21	57	73	21	23	26
- CCCCNS(=O)(=O)c1cc(Nc2ccc(O)c3c2C(=O)c2c([N+](=O)[O-])ccc(O)c2C3=O)ccc1OC
  100	80	.	102	106	94	105	101	99
- O=C(/C=C/c1ccccc1Cl)n1nc(-c2ccccc2)nc1-c1ccccc1
  102	84	99	102	107	108	109	100	105
- COc1cc(OC)cc(C(=O)Nc2sc3c(c2C(N)=O)CCC(=O)C3)c1
  19	48	40	7.9*	88	47	83	11	12
- C=CCc1c[nH]c(=O)[nH]c1=O
  114	95	113	101	143	142	110	93	111
- CCNC(=O)Oc1ccc[nH]c1=O
  105	85	109	108	106	117	116	98	104
- CC(C)(C)C1CCC(C(=O)O)CC1 (configuration not stated)
  107	101	.	99	107	101	88	95	103
- Nc1nc2[nH]c(=O)[nH]c(=O)c2[nH]1
  108	97	94	88	102	107	102	106	101
- CC1=CC2NCc3c(oc(-c4ccccc4)c3C(=O)c3ccccc3)C2C=C1 (configuration not stated)
  90	81	87	79	101	89	85	102	89
- CC(C)S(=O)(=O)c1oc(-c2cccs2)nc1S(=O)(=O)c1ccccc1
  108	93	98	102	105	110	93	101	103
- CCC(O)(c1ccccc1)C(C)CN1CCCCC1 (configuration not stated)
  102	89	105	108	108	109	108	98	106
- C#CCn1c(CO)ccc1CNc1ccc(OC)cc1
  103	95	105	98	106	116	108	99	99
- O=C1N(Cc2ccc(Cl)c(Cl)c2)c2ccccc2C12NCCc1cc(O)ccc12 (configuration not stated)
  98	87	104	83	109	104	92	97	95
- COc1cc(-c2cc(-c3c(Cl)cccc3Cl)nc(N3CCOCC3)c2C#N)cc(OC)c1OC
  95	74	79	67	120	89	85	71	75
- C=C(C)[C@@H]1CC[C@]2(C(N)=O)CC[C@]3(C)[C@H](CC[C@@H]4[C@@]5(C)C/C(=C/c6ccco6)C(=O)C(C)(C)[C@@H]5CC[C@]43C)[C@@H]12
  105	89	99	83	117	113	104	87	98
- CN(C)c1cccc2c(S(=O)(=O)Nc3cccc(-c4csc(NC(=O)CCCCCN5CCN(CCO)CC5)n4)c3)cccc12
  98	80	17	36	90	81	101	91	89
- COc1ccc(-c2cn(-c3cccc(C(=O)/C=C/c4cccc(O)c4)c3)c(=O)[nH]2)cc1OC
  98	78	98	114	100	118	114	111	111
- CCOC(=O)C1=C(c2ccccc2)N=C2SC3C(=NN(c4ccccc4)C3c3ccc(Br)cc3)N2C1c1cc(OC)c(OC)c(OC)c1 (configuration not stated)
  92	83	95	95	99	108	32	92	94

Part of the list above, showing only HCT-15 and SW-620.
Compound	HCT-15	SW-620
COc1cc(OC)cc(C(=O)Nc2sc3c(c2C(N)=O)CCC(=O)C3)c1	11	19
C=CCc1c[nH]c(=O)[nH]c1=O	93	114
CCNC(=O)Oc1ccc[nH]c1=O	98	105
CC(C)(C)C1CCC(C(=O)O)CC1 (configuration not stated)	95	107
Nc1nc2[nH]c(=O)[nH]c(=O)c2[nH]1	106	108

New compounds follow.
The line under a structure holds: SW-620	SNB-75	HT29	HCT-116	HCC-2998	COLO 205	A498	HCT-15	KM12
- CC(=O)N/N=C1/CC[C@@]2(C)C(=CC[C@H]3C4CCC(C(C)CCCC(C)C)[C@@]4(C)CCC32)C1(C)C (some centres not stated)
  100	91	91	106	110	98	79	100	113
- CN1CC[C@@H](c2c(O)cc(O)c3c(=O)cc(-c4ccccc4Cl)oc23)[C@@H](O)C1
  9.8*	-72*	-7.6*	8.5*	-34*	-51*	-41*	-27*	-34*
- CC(C)Cc1nc(Nc2ccccc2)[nH]c(=O)c1C#N
  70	62	52	55	38	50	19	61	51
- COc1cc(C(=O)NC(=S)NCc2ccncc2)cc(OC)c1OC
  110	92	89	97	115	95	.	96	98
- CN1CCCC(n2nc(Cc3ccc(Cl)cc3)c3ccccc3c2=O)CC1 (configuration not stated)
  86	60	38	47	84	48	76	89	82
- N#CC1C=Cc2c(ccc3ccccc23)N1C(=O)c1ccccc1 (configuration not stated)
  22	22	8.1*	12	10	-40*	-7.9*	21	-6.9*
- O=c1c2ccccc2nc(CN2CCCC2)n1/N=C/c1ccc([N+](=O)[O-])cc1
  97	71	103	98	98	100	75	97	101
- Cc1ccc(C)c2c1sc1n[nH]c(=O)c(=O)n12
  105	87	111	102	104	112	98	96	102
- Cc1c(C(N)=O)sc2c1c(=O)n(Cc1ccccc1)c1nnc(-c3ccccc3)n21
  113	.	106	90	116	103	92	97	91
- O=C1CSC(c2ccccc2[N+](=O)[O-])N1c1nnc(Cn2cnnc2)o1 (configuration not stated)
  106	86	105	106	103	.	119	102	108
- CC(C)c1ccc(NC(=O)Nc2cccc3ccccc23)cc1
  102	98	103	104	94	122	80	105	105
- C#CC#CC#CC#CC#CC#CC#CC#CC[C@@H]1OC[C@@H](COC(=O)O[C@@H](C(=O)O[C@H]2C[C@@]3(O)[C@@H](OC(=O)c4ccccc4)[C@@H]4[C@]5(OC(C)=O)CO[C@@H]5C[C@H](O)[C@@]4(C)C(=O)[C@H](OC(C)=O)C(=C2C)C3(C)C)[C@@H](NC(=O)c2ccccc2)c2ccccc2)O1
  101	90	101	7.3*	-44*	108	53	11	97
- O=C(/C=C\c1ccc(Cl)c(Cl)c1)c1ccccc1
  95&32	100&99	89&37	62&23	104&95	121&100	77&74	100&66	97
- O=c1ccc2ccc(OCc3cn(CC(O)CO)nn3)cc2o1 (configuration not stated)
  103	117	109	101	.	93	104	101	116
- O=C(O)c1cc2c(cc1Br)OCO2
  108	92	111	105	113	100	103	107	107
- CC(C)(C)[Si](C)(C)OC1[C@@H](COC(N)=O)O[C@@H](n2cnc3c(N)ncnc32)[C@H]1O[Si](C)(C)C(C)(C)C (some centres not stated)
  100	99	94	90	107	103	106	88	76
- O=C1c2ccccc2C(=O)c2cc(Cl)ccc21
  103	102	103	95	115	104	80	97	105
- Cc1ccc(SCCC(=O)O)cc1
  103	97	95	120	99	110	94	110	103
- CC(C)OC(=O)c1cccnc1
  98	81	95	103	117	125	107	89	.
- CCCCCCCCCCCCOC(=O)OCCCCCCCCCCCC
  117	77	91	104	109	114	111	115	112
- O=C(Cc1ccc(NC(=O)c2cccc(Cl)c2)cc1)NCc1ccccc1
  25	30	8.2*	25	73	39	42	27	25
- COc1ccc(NC2CC(=O)N(c3c(C)cc(C)cc3C)C2=O)c(OC)c1 (configuration not stated)
  105	102	109	92	99	115	110	107	101
- CCOCc1nc2ccccc2c(=O)[nH]1
  97	99	96	98	105	108	105	97	103
- CCN(CC)CCOC(=O)c1c(C)c(C)c(C)c(C)c1C
  96	104	76	90	99	98	89	93	102
- COc1ccc(CCNC(=O)c2c(C)n([O-])c3ccc(OC)cc3[n+]2=O)cc1
  110	99	104	108	.	119	114	108	98
- CN1c2ccccc2C(=O)N(NC(=O)Nc2ccccc2)C1c1ccc(F)cc1 (configuration not stated)
  103	86	111	92	115	109	165	105	103
- O=c1n(Cc2nc(-c3ccc(Cl)cc3)n[nH]2)cnn1-c1ccccc1
  99	106	83	76	99	97	96	104	100
- CC[C@]12C=CCN3CC[C@@]4(c5ccc(OC)cc5N(C)[C@H]4[C@@](O)(C(=O)OC)[C@@H]1OCc1cn(Cc4ccc(F)cc4)nn1)[C@@H]32
  98	81	82	89	96	89	93	94	101
- CCN(CC)c1ccc(C(=O)c2ccc(N(CC)CC)cc2)cc1
  26	-12*	4.9*	10	.	-29*	41	27	25
- CN(C)Cc1ccc2ccccc2c1O
  102	81	94	100	109	99	105	96	101
- O=S1SC(c2ccccc2)=NN1c1cc(F)cc(F)c1 (configuration not stated)
  59	75	99	17	80	107	13	29	42
- Cc1nc2cc[nH]n2c(=O)c1CCc1ccccc1
  107	113	101	110	121	147	86	112	108
- COc1ccccc1NC(=O)/C=N/O
  98	87	97	91	109	110	88	101	109
- Clc1ccc(-n2c(SCCc3c[nH]c4ccccc34)nnc2-c2ccncc2)cc1
  102	85	88	88	107	114	83	75	92
- Cc1onc(-c2c(Cl)cccc2Cl)c1C(=O)Oc1ccc(-c2ccc(OC(=O)c3c(-c4c(Cl)cccc4Cl)noc3C)cc2)cc1
  100	85	98	106	115	107	92	93	103
- CC(SC(C)C(=O)N/N=C/c1cccc(F)c1)C(=O)N/N=C\c1cccc(F)c1 (configuration not stated)
  108	94	107	97	101	103	119	103	109
- O=C(COc1cccc(/C=C2\Cc3ccccc3C2=O)c1)Nc1nc2ccccc2s1
  125	102	115	96	66	115	135	97	117
- Cn1c(N)c(C(=O)CC#N)c(=O)n(C)c1=O
  101	100	106	107	106	102	127	100	101
- CC(=O)Nc1ccc(NC(=O)Nc2cccc(-c3nc(-c4ccc(NC(=O)c5cccnc5)cc4Cl)no3)c2)cc1C(F)(F)F
  -63*	-64*	-41*	-47*	-78*	-53*	-65*	26	-46*
- Nc1cc(S(=O)(=O)O)cc2cc(S(=O)(=O)O)c(N=Nc3ccc(S(=O)(=O)Nc4ncccn4)cc3)c(O)c12
  102	106	100	91	100	97	104	99	104
- N#C/C(=C\NC(=S)NC1CCCCC1)c1nc2ccccc2s1
  100	77	90	88	91	91	108	93	99
- CC(=O)NC1CC(=O)N(c2ccccc2)C1=O (configuration not stated)
  107	93	100	99	108	107	93	100	108
- O=C1C=CC(=Nc2cc(Br)c(O)c(Br)c2)C=C1
  46	68	62	43	102	113	97	65	95
